Source: PubChem (University of Kansas High Throughput Screening Laboratory)
Pf apPOL block: Pf-apPOL DNA polymerase inhibition; AID 1794808; Recombinant Pf-apPOL, molecular beacon fluorescence, 1.5 h; inhibition, % at 10 µM; 210,000 compounds, 0.25% hits
mHTT CaM bind: disrupts binding of mutant huntingtin to calmodulin | 190,000 compounds, 3.6% hits | inhibition, % at 15 µM | AlphaScreen His-mHTT/GST-CaM binding, luminescence | AID 1671202 | P42858;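 further: 0% = both proteins with DMSO and 100% = one protein alone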
Starred values were filed as active, the others as inactive; i = inactive; nt = no result given; & = joins results of further samples. No stated cut-off is given here; in the data, active means inhibition above about 50%; inactive means the rest.

SMILES	Pf apPOL block	mHTT CaM bind
CC(C)n1cc2cc(C(=O)NCCN3CCCCCC3)sc2c1	1	30
Cc1ccc(N2C(=O)CC(Sc3nc4ccccc4o3)C2=O)cc1 (stereo not drawn)	1	16
O=c1[nH]c(Sc2cc(Cl)c3nsnc3c2[N+](=O)[O-])nc2ccccc12	-3&-6	23&11
CC(NC(=O)CC1Sc2ncccc2N(C)C1=O)c1ccccc1 (stereo not drawn)	-2	-2
CCCCOc1ccc(C(=O)Nc2cccc(C)c2)cc1	-5	-15
CCCc1cc(=O)[nH]c(SCC(=O)NC2Cc3ccccc3C2)n1	-4	nt
CCc1ccccc1-n1c(SCC(=O)Nc2cc(C)[nH]n2)nc2[nH]ncc2c1=O	-3	6
Cc1cc(C)n(N)c(=O)c1C(N)=O	nt	-3
COC(=O)C12CC3(C(=O)OC)CC(C(=O)OC)(CC(C(=O)OC)(C1)C3=O)C2=O	nt	-4
CCc1cccc(NC(=O)Cn2ccc3sccc3c2=O)c1	2	0
COc1ccc2nc(N3CCCC(C(=O)N4CCN(c5ccccn5)CC4)C3)sc2c1 (stereo not drawn)	1	32
CCOC(=O)CC(=O)CSc1nc2sc(C)cc2c(=O)n1C	-16	-16
COc1ccc(N2C(=O)CN(CCc3ccccc3F)C3CS(=O)(=O)CC32)cc1 (stereo not drawn)	0	9
N#CCCSc1sc(=S)sc1SCCC#N	-36	nt
CCN(C(=O)CC(C)C)C1CCCCC1	-5	30
Cc1cccc(Oc2ccc(NC(=O)c3ccc([N+](=O)[O-])cc3)cc2)c1C	-7	14
CCCOc1ccc(/C=c2\sc3nc(-c4ccncc4)nn3c2=O)cc1OCC	5	7
CC(C)c1cc(C2CCCN2C(=O)c2cccc(F)c2)no1 (stereo not drawn)	-4	3
CCOc1cc(C=O)ccc1OCc1cccc(Cl)c1	-9	-67
O=C(C(Cl)Cl)N1CCCN(c2nc3ccccc3nc2-c2ccccc2)CC1	4	-51
COc1ccc(S(=O)(=O)Nc2ccc3oc4ncccc4c(=O)c3c2)cc1OC	-2	nt
COc1cccc(NC(=O)N2CCOc3ccc(Cl)cc32)c1	-6	-9
O=C(NC1CCCCC1)C1c2ccccc2C(=O)N1Cc1cccnc1 (stereo not drawn)	-7	-2
Cc1cc(C(=O)NCc2ccc(C(=O)O)o2)c(C)o1	-8	-3
CCN(CC)C(=O)c1c[nH]c2ccc(S(=O)(=O)Nc3ccccc3F)cc2c1=O	-3	4
CCN(CC)C1CC(=O)N(c2ccc(Br)cc2)C1=O (stereo not drawn)	-2	1
CCN(CC)C(=O)CN1C(=O)C(=O)c2cc(Br)ccc21	nt	97*
C=CCSc1nc2c(cc1C#N)CCC2	-7	-49&-41
Cc1ccc(C(=O)N2CCC(CC(=O)NCCC(C)C)CC2)cc1	-1	1
Cc1ccc(-c2ncc(NC(=O)c3ccc(C#N)cc3)cn2)cc1	-2	2
CSc1nc2c(c(=O)n1-c1ccc(C)cc1)SCC2	-3	-5
Cc1cc(C2CCCN2Cc2sccc2C)on1 (stereo not drawn)	3	14
COc1cccc(C(=O)Oc2ccc3c4c(c(=O)oc3c2)CCCC4)c1	-5	1
COCCNC(=O)C1CCN(c2ncccc2-c2nc(-c3cccc(Cl)c3)no2)CC1	-1	-6
O=C1CC2(CCN(C(=O)c3cc(Br)ccc3Cl)CC2)Oc2ccccc21	0	-9
CCOc1ccccc1NC(=O)N1CCc2cn(CCOC)c3cccc(c23)C1	-4	24
Brc1cc(N2CCOCC2)cc2nonc12	nt	-14
CCN(CC)CC#CC(C)(O)c1ccccc1 (stereo not drawn)	-6	1
Cn1c(=O)c2c(ncn2CC(=O)Nc2ccc([N+](=O)[O-])cc2)n(C)c1=O	-8	4
O=S(=O)([O-])CCC[N+]1(CC#Cc2ccccc2)CCCCC1	nt	-3
Cc1cc(C)n(-c2cc(NCCNC(=O)c3cccs3)ncn2)n1	-2	-7
C=Cn1c2ccccc2n2cc(-c3ccc(C)cc3)nc12	4	-47
Cc1cccc(OCC(=O)Nc2ccc(S(=O)(=O)N3CCCCC3C)cc2)c1 (stereo not drawn)	-4	-7
CCN1CCC(=O)C(C)C1C (stereo not drawn)	nt	-6
Cn1nc(COCc2ccc(F)cc2Cl)c2c1CCN(C(=O)Nc1ccccc1F)C2	-1	27

A few values from above.
CSc1nc2c(c(=O)n1-c1ccc(C)cc1)SCC2 @ Pf apPOL block: -3
Brc1cc(N2CCOCC2)cc2nonc12 @ mHTT CaM bind: -14

(listing goes on)
SMILES	Pf apPOL block	mHTT CaM bind
COc1cccc(N(CC(=O)NCc2ccc(Cl)cc2)S(C)(=O)=O)c1	-8	2
COc1ccccc1-c1cc(C(F)(F)F)nc(S(=O)(=O)CCCC(=O)NC(C)C)n1	-6	0
O=C(Oc1cccc(OC(=O)N2CCCCC2)c1)N1CCCCC1	-10	0
O=C(NCC(O)c1ccccc1)C1CCC1 (stereo not drawn)	-6	nt
COc1ccc(C(=O)N[C@H]2CC[C@@]34CCCN3C(=O)CCC[C@H]4[C@H]2C)cc1	-7	-5
Cn1cc(S(=O)(=O)CC(=O)Nc2ccccc2C(F)(F)F)c2ccccc21	-5	2
CCc1ccccc1NC(=O)C1CCCN(c2nccc3sccc23)C1 (stereo not drawn)	-4	27
Cc1c(Cl)cccc1NC(=O)C(=O)NCc1ccccn1	-8	-18
CCCc1ccc(-c2ccc(/C(N)=N/O)cc2)nc1	-4	i
CCc1ccc(O)c(N=Cc2cccc([N+](=O)[O-])c2)c1	2	22
O=C(CN1CCC(c2nc(-c3cccs3)no2)CC1)Nc1ccc(F)cc1	-6	5
CCCN1CCN(c2ncc3c(n2)CCN(Cc2ccc(OCC)cc2)C3)CC1	-1	12
O=C(CCc1cccc2[nH]ccc12)Nc1ccc2c(c1)OCCO2	-1	27
Cc1cc(C)cc(C(=O)Nc2ccc(N3CCN(c4ccccc4)C3=O)nc2)c1	-4	0
CSCCC(C)(O)CNC(=O)C1COc2ccccc2O1 (stereo not drawn)	-2	0
O=C(c1ccc(Cl)cc1Cl)N1CC(c2nc(C3CC3)no2)C1	-6	-13
O=C(CCCc1ccccc1)Nc1cccn2ncnc12	4	-4
O=C(NCCn1cc(SCC(=O)N2CCCCCC2)c2ccccc21)c1ccc(F)cc1	-6	15
COc1cccc(C2C3=C(CCCC3=O)Nc3nc(SC)nn32)c1OC (stereo not drawn)	0	-3
COc1ccc(C2NC(c3ccc(OC)c(OC)c3OC)C(C)C(=O)C2C)c(OC)c1OC (stereo not drawn)	2	15
O=C(CSc1ccc(Cl)cc1)Nc1ccccc1C(F)(F)F	0	-45
CCOc1ccccc1NC(=O)N1CC(CC)Oc2ccc(C)cc21 (stereo not drawn)	3	-15
Cc1nn(CCC#N)c(C)c1Cc1c(Cl)cccc1Cl	4	nt
COc1ccc(C(=O)Nc2nnc(-c3ccccc3)o2)cc1OC	-4	12
O=C(Cc1ccccc1F)N1CCC(Nc2ncnc3c2CCC3)C1 (stereo not drawn)	-6	3
O=C(Nc1ccccc1C(=O)O)c1cccc(S(=O)(=O)N2CCOCC2)c1	-2	-5
COc1ccc(NC(=O)c2ccccc2OC)cc1OC	-2	-3
O=C1Nc2cc(C(=O)N3CCN(c4ccc(Cl)cc4)CC3)ccc2N2CCCCC12 (stereo not drawn)	2	27
COC(=O)c1ccc(S(=O)(=O)NNc2c(Cl)cncc2Cl)n1C	7	nt
Cc1ccc(S(=O)(=O)NC(CC(=O)NC2CCCC(C)C2C)c2ccco2)cc1 (stereo not drawn)	-3	-2
COc1cc(OC)cc(C(=O)N2CCC(c3nc(-c4ccc(NC(C)=O)cc4)no3)CC2)c1	-4	33
COc1ccc(CCNC(=O)c2ccc3c(c2)OCO3)cc1OC	-3	-7
COc1ccc(OCC(O)Cn2ccnc2C)cc1 (stereo not drawn)	-4	5
CCCS(=O)(=O)N1CCCc2cc(NC(=O)Nc3cccc(OC)c3OC)ccc21	-7	4
Cc1cc(C(=O)N2CCC(c3nc(-c4ccncc4)no3)C2)n[nH]1 (stereo not drawn)	-4	-2
COc1ccc(C(=O)Nc2cc(Cl)ccc2Cl)cc1NC(=O)c1cccc(C)c1	-6	-6
Cc1ccc2[nH]c(=O)c(CCC(=O)N3CCCCC3)cc2c1	-5	-7
Cc1csc(-c2c(C(F)(F)F)oc3c(C)c(O)ccc3c2=O)n1	-8	0
COc1ccc(N2CCN(c3cc(N4CCN(C)CC4)ccc3[N+](=O)[O-])CC2)cc1	-5	54*
CSc1ccc(NC(=O)N2CC3CC(NS(=O)(=O)c4ccccc4)C2C3)cc1 (stereo not drawn)	-7	14
CCc1ccc(NC(=O)N2CCc3nc(-c4ccc(F)cc4)ncc3C2)cc1	-6	-2
Cc1cc2c(=O)n(CC(=O)Nc3c(C)cccc3C)ccc2s1	-4	6
Cc1noc(-c2cccnc2N2CCCN(C(=O)c3ccc(C#N)cc3)CC2)n1	-2	0
O=C(c1cnn2c1CCCC2)N1CCCC1	0	-7
COc1cc(NC(=O)c2ccc(Cl)cc2)c(Cl)cc1NC(=O)c1cccc(C)c1	-6	-4
O=C(Cn1c(=O)oc2ccccc21)Nc1nnc(-c2ccco2)o1	-6	23
C=CCc1cc(C=C2C(=O)c3ccccc3C2=O)cc(OC)c1OCC(=O)O	1	18
O=C1C(c2ccccc2)=C(c2ccccc2)c2ccccc21	-1	41
COc1cc(OC)c(C2SCCN2C(=O)c2ccc([N+](=O)[O-])cc2)cc1OC (stereo not drawn)	-2	4
CC1=C(C(=O)Nc2c(C)cccc2C)C2(CCCCCC2)OC1=O	-2	-4
CC(=O)c1cccc(NC(=O)CSc2nc(=O)n(N3CCN(C)CC3)c3c2CCC3)c1	-7	-6
O=C(CSC1=Nc2ccccc2C2=NC(c3ccccc3)C(=O)N12)Nc1ccccc1F (stereo not drawn)	0	23
c1csc(-c2noc(CNC3Cc4ccccc4C3)n2)c1	0	nt
COc1ccc(C2CC(=O)NC(Nc3nc(C)c4ccc(C)cc4n3)=N2)cc1 (stereo not drawn)	-11	68*
CCCCCN(CCCOC)C(=O)C(CCC(=O)O)NC(=O)c1ccc(Cl)c(Cl)c1 (stereo not drawn)	3	nt
O=C(CSc1nnc(COc2ccc(Cl)cc2Cl)o1)NC1CCCCC1	-4	-3
CCN1C(=O)NC(=O)/C(=C/c2cn(CCOc3ccccc3Cl)c3ccccc23)C1=O	-5	25
COc1ccc(OC)c(NC(=O)CC(NCc2cccnc2)C(=O)O)c1 (stereo not drawn)	1	-7
CC1(C(=O)NCc2ccc(F)cc2)CCCN(S(=O)(=O)c2ccc3c(c2)CCCC3)C1 (stereo not drawn)	-6	65*
Cc1ccc(N2C=C(C(=O)N3CCCC3)S(=O)(=O)c3ccccc32)cc1C	2	-2
(continued)
SMILES	Pf apPOL block	mHTT CaM bind
Cc1ccc(-c2cc(-c3ccccc3)c3c(n2)-c2ccccc2CCC3)cc1	-1	nt
C=CCc1cccc2cc(-c3nc4ccccc4s3)c(=O)oc12	-1	2
Cc1ccc(N2CCN(C(=O)c3ccc4c(c3)CC(=O)N4C)CC2)cc1	6	19
Cc1ccc(S(=O)(=O)N2CCC3(CC2)OCCS3)s1	7	-25
CNC(=O)c1ccsc1NC(=O)c1ccccc1Br	-1	2
O=C1CS(=O)(=O)N(Cc2ccc(F)cc2)c2ccccc21	-5	3
CCC(=O)N1c2ccc(S(=O)(=O)NCc3ccccc3)cc2CC1C (stereo not drawn)	0	0
CN1CCN(C(CNS(=O)(=O)c2cc(F)ccc2F)c2cccn2C)CC1 (stereo not drawn)	-7	-5
CC(C)c1c(C2CCN(C(=O)c3ccc(Cl)cc3)CC2)noc1N	-1	-2
O=C(NCc1cccc(F)c1)c1c(O)c2cccc3c2n(c1=O)CC3	0	11
CCOc1ccc(C=Nc2ccc(S(=O)(=O)Nc3ccccn3)cc2)cc1OCC	6	-1
N#CC1(C#N)C2C=CC(C2)C1(C#N)C#N	-3	nt
Cc1ccc(NC(=O)c2cccnc2N(C)C)cc1	-5	-3
CC(C)(C)NC(=O)CSc1nnn(-c2ccccc2)n1	0	-1
CCN(CC)C(=O)c1cc2c(s1)CCC(C(=O)Nc1cc(F)cc(F)c1)C2 (stereo not drawn)	-4	-3
O=C(C1CCCCC1)N1CCN(c2nc(CN3CCCCCC3)cs2)CC1	34	96*
CCCc1cc(=O)[nH]c2nnc(SCC(=O)NCc3ccc4c(c3)OCO4)n12	3	1
COCCc1noc(COC2CCN(C(=O)c3cccnc3)CC2)n1	-4	0
COc1ccc(Cl)cc1NC(=O)c1cc2n(n1)C(C(F)(F)F)CC(c1ccco1)N2 (stereo not drawn)	-6	2

A stretch taken from the entries so far, for reference:
SMILES	Pf apPOL block	mHTT CaM bind
CC(C)n1cc2cc(C(=O)NCCN3CCCCCC3)sc2c1	1	30
Cc1ccc(N2C(=O)CC(Sc3nc4ccccc4o3)C2=O)cc1 (stereo not drawn)	1	16
O=c1[nH]c(Sc2cc(Cl)c3nsnc3c2[N+](=O)[O-])nc2ccccc12	-3&-6	23&11
CC(NC(=O)CC1Sc2ncccc2N(C)C1=O)c1ccccc1 (stereo not drawn)	-2	-2
CCCCOc1ccc(C(=O)Nc2cccc(C)c2)cc1	-5	-15
CCCc1cc(=O)[nH]c(SCC(=O)NC2Cc3ccccc3C2)n1	-4	nt
CCc1ccccc1-n1c(SCC(=O)Nc2cc(C)[nH]n2)nc2[nH]ncc2c1=O	-3	6
Cc1cc(C)n(N)c(=O)c1C(N)=O	nt	-3
COC(=O)C12CC3(C(=O)OC)CC(C(=O)OC)(CC(C(=O)OC)(C1)C3=O)C2=O	nt	-4
CCc1cccc(NC(=O)Cn2ccc3sccc3c2=O)c1	2	0
COc1ccc2nc(N3CCCC(C(=O)N4CCN(c5ccccn5)CC4)C3)sc2c1 (stereo not drawn)	1	32
CCOC(=O)CC(=O)CSc1nc2sc(C)cc2c(=O)n1C	-16	-16
COc1ccc(N2C(=O)CN(CCc3ccccc3F)C3CS(=O)(=O)CC32)cc1 (stereo not drawn)	0	9
N#CCCSc1sc(=S)sc1SCCC#N	-36	nt
CCN(C(=O)CC(C)C)C1CCCCC1	-5	30
Cc1cccc(Oc2ccc(NC(=O)c3ccc([N+](=O)[O-])cc3)cc2)c1C	-7	14
CCCOc1ccc(/C=c2\sc3nc(-c4ccncc4)nn3c2=O)cc1OCC	5	7
CC(C)c1cc(C2CCCN2C(=O)c2cccc(F)c2)no1 (stereo not drawn)	-4	3
